CD11b adhes enh – increases human CD11b/CD18 adhesion to fibrinogen; P05107+P11215; K562 CD11b/CD18 adhesion to fibrinogen, ATPlite luminescence; activation, % at 10 µM; actives 0.07% (n = 93,000); AID 1499;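 active means 10 µM primary screen giving 50% or more activity, confirmed by 40% or more on retest at that dose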; further: strong numbers were not always called active
Fibroblast inh – blocks proliferation of human lung fibroblasts | actives 1.1% (n = 85,000) | LL 47 human lung fibroblast viability, ATP luminescence; hits give low values | viability, % at 10 µM | AID 719;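 active means viability at or below 50% in the single dose screen; inactive means viability above 50%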;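 further: compound exposure lasted 72 h before the ATP readout; 100% = median luminescence of untreated cell-only wells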
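Material: Human LL 47 lung fibroblast cells | Input: 1,150 cells/well | Buffer or medium: IMEM plus 15% FBS | Compound dosing: 0.1% DMSO in all compound wells | Times: Overnight cell rest, 72 h compound treatment at 37 °C | Signal: CellTiter-Glo luminescence measuring cellular ATP | Measure: % viability versus median cells-only luminescence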
MT1-MMP txn act – MT1-MMP promoter transcription activation. activation factor at 10 µM. AID 750. HT1080 MT1-MMP promoter luciferase reporter, luminescence, overnight; hits give high values. actives 0.16% (n = 86,000);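 active means activation factor of at least 2 for MT1-MMP transcription at 10 µM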
ERa SRC1 inh – blocks coactivator binding to human estrogen receptor alpha | P03372 | TR-FRET ER-alpha LBD / SRC-1 peptide, estradiol-bound | inhibition, % at 25.6 µM | actives 1.7% (n = 86,000); in the data active means inhibition above about 50%;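 further: 0% = receptor plus peptide control and 100% = peptide only without receptor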
H69AR growth 86K – growth inhibitors of human H69AR lung tumor cells; actives 6% (n = 85,000); viability, % at 10 µM; H69AR lung tumor viability, ATP luminescence, 72 h; hits give low values;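 active means viability at or below 40%; inactive means viability above 40%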;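 further: multidrug resistant small cell line overexpressing MRP-1 efflux transporter; 100% = mean luminescence of untreated control wells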
Smad3 FoxH1 inh – blocks human Smad3 binding to FoxH1 peptide; P84022; TR-FRET Smad3/Dy647-FoxH1 peptide binding, europium anti-His; inhibition, % at 25 µM; actives 0.29% (n = 88,000);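 active means compounds that reduce the energy-transfer binding signal between the protein and its labelled peptide by more than half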;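 further: 0% = Smad3 plus labelled peptide maximal FRET and 100% = peptide-only background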
Target sequence (P84022 whole entry, looked up): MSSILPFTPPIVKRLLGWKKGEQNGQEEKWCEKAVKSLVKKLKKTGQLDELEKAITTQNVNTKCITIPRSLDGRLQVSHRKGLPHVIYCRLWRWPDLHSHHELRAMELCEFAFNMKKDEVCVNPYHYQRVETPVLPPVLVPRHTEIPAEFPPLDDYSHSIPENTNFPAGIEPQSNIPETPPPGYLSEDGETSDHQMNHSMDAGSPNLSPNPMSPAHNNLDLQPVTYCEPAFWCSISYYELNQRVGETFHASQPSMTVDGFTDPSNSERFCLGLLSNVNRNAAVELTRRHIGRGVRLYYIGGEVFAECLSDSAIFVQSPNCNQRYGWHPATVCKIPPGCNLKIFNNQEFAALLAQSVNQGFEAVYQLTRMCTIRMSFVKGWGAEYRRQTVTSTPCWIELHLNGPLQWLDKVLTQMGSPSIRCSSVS
ERb SRC1 inh – ER-beta (human) coactivator binding inhibition. Q92731. TR-FRET ER-beta LBD / SRC1-Cy5 peptide binding; receptor agonist-loaded with 1 µM estradiol. inhibition, % at 25.6 µM. actives 1.3% (n = 86,000). AID 633;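 active means compounds whose percent inhibition of the receptor-coactivator binding signal exceeds about 50% in the single-dose screen, limit read from the data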;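 further: 0% = receptor plus peptide wells without compound and 100% = peptide-only wells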
Target sequence (Q92731 whole entry, looked up, the tested form may be a part): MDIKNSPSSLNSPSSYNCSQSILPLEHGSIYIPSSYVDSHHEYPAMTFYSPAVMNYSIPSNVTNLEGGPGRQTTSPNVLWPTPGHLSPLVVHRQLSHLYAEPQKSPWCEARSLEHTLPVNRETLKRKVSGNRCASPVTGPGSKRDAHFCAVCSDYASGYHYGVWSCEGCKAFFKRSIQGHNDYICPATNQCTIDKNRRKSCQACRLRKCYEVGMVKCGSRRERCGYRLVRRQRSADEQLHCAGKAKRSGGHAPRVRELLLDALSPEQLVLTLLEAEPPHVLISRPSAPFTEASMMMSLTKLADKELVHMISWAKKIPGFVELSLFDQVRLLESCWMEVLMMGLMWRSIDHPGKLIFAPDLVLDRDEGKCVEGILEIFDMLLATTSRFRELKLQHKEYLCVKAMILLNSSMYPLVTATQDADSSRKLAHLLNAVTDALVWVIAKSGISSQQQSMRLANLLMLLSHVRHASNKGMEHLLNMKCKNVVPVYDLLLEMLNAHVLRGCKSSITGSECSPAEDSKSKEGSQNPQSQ
HUVEC prolif 384 – human endothelial cell proliferation inhibition. HUVEC proliferation, CellTiter-Glo luminescence, 72 h; hits give low values. viability, % at 10 µM (by protocol). actives 1.1% (n = 86,000);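 active means viability at or below 30%; inactive means viability above 30%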;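 further: 100% = median luminescence of DMSO-only cell control wells on each plate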
ERa SRC1 pot – enhances coactivator binding to human estrogen receptor alpha | P03372 | TR-FRET ERalpha-LBD/SRC-Cy5 coactivator binding, 2 h; 100 = basal binding, no effect | coactivator binding (% of control), % at 25.6 µM | actives 1.3% (n = 86,000) | AID 639; in the data active means activity above about 200%;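 further: binding measured in presence of low estradiol as agonist stimulus; 0% = peptide alone without receptor and 100% = receptor with peptide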
* marks the source's active call; other numbers are inactive results; / = no result given; [ ] = dose if it differs, or a comment. These rows are one share of the data; the hit share may differ from the screen's.

SMILES	CD11b adhes enh	Fibroblast inh	MT1-MMP txn act	ERa SRC1 inh	H69AR growth 86K	Smad3 FoxH1 inh	ERb SRC1 inh	HUVEC prolif 384	ERa SRC1 pot
CCOC(=O)N1CCN(C(=O)CCS(=O)(=O)c2ccc(Br)s2)CC1	3	96	1.4	1	87	3	-10	100	129
COCc1nnc(NC(=O)CS(=O)(=O)Cc2ccccc2)s1	/	97	1.1	10	97	7	15	97	109
COc1ccc(N2CCN(C3CC(=O)N(Cc4ccc(N5CCCC5=O)cc4)C3=O)CC2)cc1 (centres undefined)	/	98	1	-2	75	0	-6	95	117
CNC(=O)c1ccc(-c2ccccc2)s1	-4	100	1.5	19	95	3	33[fluorescence artefact?]	95	79
CCCOc1cc(C)c(Cl)cc1S(=O)(=O)N(CC)CC	/	91	1.3	19	98	-8	26	111	111
Cn1c(SCC(=O)N2CCc3ccccc32)nc2cccnc21	-1	105	1	5	96	7	-2	101	118
Cc1ccc(OCC(=O)N2CC3(C)CC2CC(C)(C)C3)cc1 (centres undefined)	/	105	1.3	-6	88	3	-13	110	102
CSc1ccccc1NC(=O)c1ccccc1N(C)S(C)(=O)=O	-10	99	1	-1	94	1	-4[fluorescence artefact?]	107	104
CC(C)Oc1ccc(C2C(C(=O)c3ccco3)=C(O)C(=O)N2Cc2cccnc2)cc1 (centres undefined)	3	97	1	0	98	14	-4	92	105
CCn1c(SCC(=O)N2CCN(c3ccccc3)CC2)nnc1-c1c[nH]c2ccccc12	3	89	/	-2	72	-1	-7	81	103
C=CCN=C(NC#N)SCc1ccccc1	/	102	1.2	7	92	7	-6	106	115[fluorescence artefact?]
Cc1nc2ccc(C(=O)c3ccccc3)cc2[nH]1	-8	100	1.4	2	97	-6	1	89	87
O=C(CC1NCCNC1=O)Nc1ccc2c(c1)OCCO2 (centres undefined)	-2	103	1	-4	91	11	-8	97	120
CC1CCN(C(=O)c2cc(-c3ccccc3O)on2)CC1	1	106	1.2	2	94	-2	-10	111	108
CCOC(=O)c1[nH]c2ccc(C)cc2c1NC(=O)CN1CCCCC1	6	91	1	-4	89	0	-2	97	106[fluorescence artefact?]

6 compounds out of the list above, sorted by their value in MT1-MMP txn act, highest first:
compound | MT1-MMP txn act
CNC(=O)c1ccc(-c2ccccc2)s1 | 1.5
Cc1nc2ccc(C(=O)c3ccccc3)cc2[nH]1 | 1.4
CCCOc1cc(C)c(Cl)cc1S(=O)(=O)N(CC)CC | 1.3
C=CCN=C(NC#N)SCc1ccccc1 | 1.2
COCc1nnc(NC(=O)CS(=O)(=O)Cc2ccccc2)s1 | 1.1
O=C(CC1NCCNC1=O)Nc1ccc2c(c1)OCCO2 (centres undefined) | 1

Later entries.
SMILES	CD11b adhes enh	Fibroblast inh	MT1-MMP txn act	ERa SRC1 inh	H69AR growth 86K	Smad3 FoxH1 inh	ERb SRC1 inh	HUVEC prolif 384	ERa SRC1 pot
COc1cccc(OC)c1OCC(C)CNCC1CCCO1 (centres undefined)	-4	102	/	16	86	-8	13	94	68
CCCCn1c(SCC(=O)NCc2ccco2)nc2c(sc3ccccc32)c1=O	12	101	1	19	87	-2[fluorescence artefact?]	19	86	120[fluorescence artefact?]
CC(=O)Oc1ccc(C2OC(=O)c3ccccc3N2C(C)=O)cc1 (centres undefined)	-1	94	1.2	0	94	-3	-3	87	97
Cc1cc(=O)c2cccc(Br)c2[nH]1	/	96	1.4	-15	94	10	-15[fluorescence artefact?]	82	91
CCOC(=O)C1C(=O)NCC1c1ccccc1 (centres undefined)	-5	112	1	4[fluorescence artefact?]	100	-5	1[fluorescence artefact?]	97	109
CC(C)C(NS(=O)(=O)c1ccc2c3c(cccc13)C(=O)N2)C(=O)O (centres undefined)	2	96	1	24	94	13	39	98	84
CCCCC1CC(/C(C)=N/NC(N)=O)OC1=O (centres undefined)	-1	102	1	2	94	6	-14	98	107
COc1ccc(C(=O)OC(COc2ccccc2)Cn2ccnc2)cc1 (centres undefined)	/	94	1.7	-7	85	1	-4	82	111
Cc1ccc(Nc2cc(-n3cccn3)ncn2)c(C)c1	2	105	1.5	-2	95	4	-5	105	106
CCCCc1c(C)nn(-c2nnc3c4ccccc4n(CC)c3n2)c1C	0	87	1	52*[fluorescence artefact?]	64	7	31	35	141[fluorescence artefact?]
Cc1ccc([N+](=O)[O-])cc1-c1[nH]c(-c2ccc(O)c(O)c2)nc1-c1ccccc1	-2	80	1.3	18	10*	3	26	52	38[fluorescence artefact?]
Cc1ccc(S(=O)(=O)N(CC(=O)N2CCOCC2)C2CCCCC2)cc1	3	105	1.1	0	91	-1	-10	106	121
CS(=O)(=O)N(CC(=O)O)c1cccc(Cl)c1	6	113	1	-2	97	5	-5	105	114
Fc1ccc(C2=Nn3c(nnc3-c3n[nH]c4c3CCC4)SC2)cc1	0	71	1.2	2	61	0	-2	61	104
Cc1cc(C)c(S(=O)(=O)N(C)CC(N)=O)c(C)c1	1	98	1.1	-6	95	-7	-6	87	105
Fc1ccc(N2CCN(Cc3cnc(Oc4ccc(Br)cc4)s3)CC2)cc1	0	98	1.2	-1	90	2	-3	118	94
O=C(Nc1ccc(Cl)cn1)c1cccnc1	/	100	1.1	1	55	2	-2	85	114
COC(=O)c1ccccc1OCc1cccc(C)n1	-2	106	1.1	48[fluorescence artefact?]	96	9[fluorescence artefact?]	8[fluorescence artefact?]	89	60
O=C(c1cccs1)N1CCN(Cc2cccnc2)CC1	0	106	1	7	90	-5	13	96	85
CCOc1ccc(C(=O)N[C@H](C(=O)O)C(C)C)cc1	-3	99	1.2	-14	83	6	-4	96	92
CCC(C)(C)C(=O)Nc1ccc(C(N)=O)cc1	-3	102	1.1	-3	94	-15	3	103	97
CC(C)C(=O)Nc1cccc(C(=O)Nc2nnc(C(C)C)s2)c1	/	106	1.6	-17	93	16	-22	112	100
CN(C)S(=O)(=O)c1cc(C(=O)O)c(NC2CCCCC2)cc1Cl	-1	99	1.1	-7	87	4	-12	95	89
CC1(C)Nc2ccccc2N(CCC(=O)N2CCOCC2)C1=O	1	101	1.1	-15	95	2[fluorescence artefact?]	-10	92	113
COC(=O)c1ccc(CSc2ncnc3c2nnn3-c2ccc(F)cc2)o1	4	101	1.1	8	96	-7	6[fluorescence artefact?]	69	87
COc1ccc(CN2CCN(S(=O)(=O)c3ccc(F)cc3)CC2)cc1OC	-4	95	1.1	-3	96	-2	-4	108	101
CCOC(=O)C1C(=O)CC(C)(O)C(C(=O)OCC)C1c1ccc(Br)o1 (centres undefined)	0	/	1	4	76	11	-6	94	117
Cc1ccc(-c2csc(NC(=O)c3ccno3)n2)cc1	6	104	1.1	73*	97	3	75*	90	29[fluorescence artefact?]
O=C(c1cccs1)N1CCN(S(=O)(=O)N2CCOCC2)CC1	-1	93	1.3	-10	103	-3	-9	95	103
Cn1cc(SCC(=O)NCc2ccc3c(c2)OCO3)c2ccccc21	1	87	1.1	-3	98	-2	1	87	103
CCCCCCn1c(CN2CCN(C(=O)c3ccco3)CC2)nc2c1c(=O)n(C)c(=O)n2C	/	84	1	-8	69	-3	-7	101	107
Cc1nnc(SCC(N)=O)n1CC1CCCO1 (centres undefined)	-3	92	1	-4	96	7	-6	86	110
O=C(CCCN1C(=O)c2ccccc2C1=O)Nc1ccccn1	/	101	1	-16	102	3	-14	97	124
CC(=O)c1cccc(NC(=O)CN(c2cccc(F)c2)S(C)(=O)=O)c1	-5	98	/	-9	91	2	-9	101	114
CN(C)c1oc(-c2ccccc2F)nc1C#N	0	106	1.1	-6	86	3	-8	100	110
N#Cc1cnn(CC2CCCCC2)c1N	0	98	1.1	4	101	6	-2	92	118
Cc1ccc(NC2=C([N+](=O)[O-])CS(=O)(=O)C2)cc1	-4	97	/	-9	88	3	0	104	94[fluorescence artefact?]
Cc1nn(C(=O)c2ccccc2)c2c1C(=O)CC(C)(C)C2	/	106	0.9	-1	93	-13	-7	104	98[fluorescence artefact?]
Cc1cccc(N2CCN(CC(=O)Nc3ccc(-n4cnnn4)cc3)CC2)c1C	/	103	1.2	34[fluorescence artefact?]	89	-1	24[fluorescence artefact?]	94	139
CCC(C)[C@H](Nc1nc(-c2ccccc2)nc2c1oc1ccccc12)C(=O)O (some centres undefined)	/	106	1.1	-6	79	2	2	69	100
CCC(c1nnc(SCC(=O)Nc2nnc(-c3ccccc3)o2)o1)N(C)C (centres undefined)	1	99	1.1	5[fluorescence artefact?]	86	9	10	98	98
COc1ccccc1/C=N/Nc1nccnc1Cl	-3	106	1.5	19	91	-5	-2	109	97
CCc1n[nH]c2c1/C(=N\O)CC(c1ccccc1)C2 (centres undefined)	3	102	1	0	73	6	-1	77	89
O=C(NC1CCCc2ccccc21)c1ccc(Cl)nc1 (centres undefined)	-1	85	/	-3	61	-8	5	91	130
CC1CC2(CC(C)(C(=O)CSc3nc4ccccc4s3)OC2=O)C(=O)O1 (centres undefined)	-2	95	1.1	-4	89	10	-6	93	110
O=C(O)CCC(=O)NCC1OCCc2ccccc21 (centres undefined)	2	106	/	11	100	-5	5[fluorescence artefact?]	104	106
O=C(Nc1ccccc1N1CCOCC1)C1Cc2ccccc2CN1C(=O)c1ccco1 (centres undefined)	1	90	1.2	2	90	5	0	93	82
O=C1C=C(c2ccccc2)C(=O)N1Nc1ccccc1	-2	67	1.1	-1	1.3*	7	-10	73	95
CC(C)Cc1nc2oc3c(=O)[nH]cnc3c2c2c1CCC2	0	95	1.1	7	66	-1	8	86	98[fluorescence artefact?]
CC(C)Cn1c(NCCN(C)C)nc2c1c(=O)[nH]c(=O)n2C	-2	86	0.9	-12	104	7	-11	85	114
O=C(NCCCN1CCN(c2ccccc2F)CC1)C1CCN(S(=O)(=O)N2CCOCC2)CC1	4	99	1.1	-7	99	2	2	117	94
COc1ccc(S(=O)(=O)Nc2cccc(NC(C)=O)c2)cc1	-3	100	1.1	0	78	3	8	85	107
CC(C)C(OC(=O)c1cccs1)C(=O)NC1CCCCC1 (centres undefined)	/	94	1.3	-3	101	5	-6	100	115[fluorescence artefact?]
CCC12CC3CC(C1)CC(C(=O)Nc1nn[nH]n1)(C3)C2	0	107	1	-8	90	8	0	107	114
COCCNC(=O)C1CC(=O)N(c2ccc(F)c(Cl)c2)C1 (centres undefined)	/	107	1.1	-4	97	-4	4	89	105

Complete entries, looked up by structure. Order of screens: CD11b adhes enh	Fibroblast inh	MT1-MMP txn act	ERa SRC1 inh	H69AR growth 86K	Smad3 FoxH1 inh	ERb SRC1 inh	HUVEC prolif 384	ERa SRC1 pot
CC(C)Cn1c(NCCN(C)C)nc2c1c(=O)[nH]c(=O)n2C in the list: -2	86	0.9	-12	104	7	-11	85	114
COc1ccc(CN2CCN(S(=O)(=O)c3ccc(F)cc3)CC2)cc1OC in the list: -4	95	1.1	-3	96	-2	-4	108	101
O=C(NC1CCCc2ccccc21)c1ccc(Cl)nc1 (centres undefined) in the list: -1	85	/	-3	61	-8	5	91	130

Compound activity: PubChem BioAssay, several laboratories
